Screening data: PubChem, NCI
Growth percent in the NCI-60 one-dose screen (48 h, 10 µM unless noted): 100 = growth as untreated, 0 = no growth, -100 = all killed.
MCF7: MCF7 breast cancer; 82,000 compounds, 6.3% hits
BT-549: BT-549 breast cancer. 78,000 compounds, 4.4% hits
SR: SR leukemia cells; 73,000 compounds, 8.7% hits; AID 1794780
MOLT-4: MOLT-4 leukemia cells; 80,000 compounds, 6.9% hits; AID 1794779
MDA-MB-468: MDA-MB-468 breast cancer | 78,000 compounds, 8.5% hits
K-562: K-562 leukemia; 78,000 compounds, 7.4% hits; AID 1794777
MDA-MB-231: MDA-MB-231 breast cancer; AID 1794789; 81,000 compounds, 5% hits
MDA-MB-435: MDA-MB-435 melanoma | 82,000 compounds, 7.8% hits
An asterisk follows results filed as active; · = not tested or not shown; & = joins results of further samples; ! = not confirmed by another sample. Rule for the calls: active = growth percent below 10; inactive = the rest. No enrichment for hits. About 15% of those tested had a hit in this group.

Below each compound – MCF7	BT-549	SR	MOLT-4	MDA-MB-468	K-562	MDA-MB-231	MDA-MB-435
> O=S(=O)(c1ccccc1)N1CCN(c2ccccc2)CC1
    104	98	89	92	110	97	109	105
> O=C(CNc1nc(-c2ccccc2)cs1)Nc1ccc(Cl)cc1[N+](=O)[O-]
    -59*	-47*	7.6*	3.2*	-35*	4.2*	-67*	-5.5*
> CCCCC1COc2cccc3c2N1C=C/C3=C\C(=O)N(C)c1ccc(C(F)(F)F)cc1 (centres undefined)
    107	110	90	80	66	85	101	98
> C=Cn1c(O)c(N=NC(=O)c2ccc(S(N)(=O)=O)cc2)c2ccccc21
    96	96	98	96	99	102	96	104
> O=C(O)c1ccc(NC2=C(I)C(=O)c3ncccc3C2=O)cc1
    100	109	119	109	111	105	106	113
> O=c1ccn(C2CC(O)C(O)C(CO)O2)c(=O)[nH]1 (centres undefined)
    97	114	123	102	149	109	116	116
> CCN1CCN(c2nc(-c3ccc(Nc4ncnc5cc(Cl)ccc45)cc3)cc(-c3cc(OC)c(OC)c(OC)c3)n2)CC1
    96	87	125	88	103	94	95	103
> CCc1ccccc1-n1c(-c2ccc(Cl)cc2)cc(-c2ccc(Cl)cc2)c(C#N)c1=O
    62	94	·	32	88	66	101	83
> CCOC(=O)/C(=C/c1ccncc1)C(=O)c1ccccc1
    99	101	100	100	108	102	107	108
> O=C(Nc1ncc(Cc2ccc(Cl)cc2)s1)C1COc2ccccc2O1 (centres undefined)
    73	67	30	85	89	44	103	24
> C(=N\n1cnnc1)/c1ccc2c(c1)CCC2
    109	106	125	96	87	104	102	104
> CC(=O)N1N=C(c2cc3ccccc3oc2=O)CC1c1cn(-c2ccccc2)nc1-c1ccc(C)cc1 (centres undefined)
    91	117	101	108	95	103	94	102
> O=C1NC(=S)N/C1=C\c1ccc(Cl)cc1Cl
    99	100	93	104	108	108	91	105
> Cc1ccc(Sc2oc(-c3ccccc3)nc2S(=O)(=O)c2ccc(C)cc2)cc1
    90	94	·	85	96	84	94	99
> NS(=O)(=O)c1ccccc1NCCC(=O)c1ccccc1
    101	·	92	110	101	113	110	102
> CCOC(=S)SCCSC
    96	108	86	81	108	102	·	103
> CN(C)CCC1c2ccc(Cl)cc2CCc2cccnc21 (centres undefined) (tested in a mixture with another compound)
    90	113	111	98	94	111	97	115
> CO/N=C/C=C\C(=O)N/C=C/C[C@H]1/C=C/[C@H](O)/C=C\C=C\c2cccc(O)c2C(=O)O1
    26&36	47&32	6.1*!	15&28	46&59	2.9*	42&27	-16*
> CC(=O)C12OC(C)(C)OC1CC1C3CCC4=CC(=O)C=CC4(C)C3(F)C(O)CC12C (centres undefined)
    85	·	112	98	100	112	93	·
> COc1ccc(C2CC(=O)Nc3c2c(C)nn3-c2nc3ccccc3[nH]2)cc1OC (centres undefined)
    46	76	33	-31*	60	63	87	25

The listing continues:
Below each compound – MCF7	BT-549	SR	MOLT-4	MDA-MB-468	K-562	MDA-MB-231	MDA-MB-435
> S=c1nc2c(c(-c3ccccc3)c(-c3ccccc3)n2C2CCCCC2)c2n1CCN2
    112	127	97	95	106	85	83	103
> O=C1CC(c2cccc(F)c2)c2snc(-c3cccc(F)c3)c2N1 (centres undefined)
    93	84	74	83	93	87	108	90
> CC(C)c1ccc(C2OCC(C)([N+](=O)[O-])CO2)cc1 (centres undefined)
    102	101	80	93	103	·	108	107
> CC(=O)OCC(=O)[C@H]1CC[C@H]2[C@@H]3CC(=C(Br)Br)C4=CC(=O)CC[C@]4(C)[C@H]3CC[C@]12C
    75	75	78	78	70	80	89	100
> CC(C)C1=C(O)C2=C(C(=O)C1=O)[C@@]1(C)CCCC(C)(C)[C@@H]1CC2
    66	106	48	44	73	·	103	75
> O=CC(=O)c1ccc2ccccc2c1
    96	105	109	99	93	100	138	110
> CCOC(=O)c1c(C)nc2c(c1N)/C(=C/c1ccccc1[N+](=O)[O-])C(=O)N2c1cc(OC)c(OC)c(OC)c1
    87	87	82	97	76	96	89	95
> Cc1cccc(NC(=O)[C@]23CCC(C)(C)CC2C2=CCC4[C@@]5(C)C[C@@H](O)[C@H](O)[C@@](C)(CO)C5CC[C@@]4(C)[C@]2(C)CC3)c1 (some centres undefined)
    -6.6*	8.8*	-26*	5.2*	-8.7*	15	-19*	26
> CCNC(=O)N1CCN(C)CC1
    109	129	96	102	108	94	97	108
> Oc1ccc(CSc2nnc(-c3ccc(Oc4ccccc4)cc3)n2-c2ccccc2)c2cccnc12
    4.9*	22	46	19	-2.0*	15	36	14
> NS(=O)(=O)c1cccc(N/C=C/C(=O)c2ccc(Cl)cc2)c1
    87	102	90	89	105	78	109	101
> COc1ccc(N=Nc2c(N)nn3c(N)c(C#N)c(-c4ccccc4)nc23)cc1
    14	-17*	74	73	32	72	9.1*	62
> O=C(Nc1ncccc1OCc1ccccc1)NC1CCCCCC1
    80	78	62	79	75	71	90	89
> Clc1ccc(-c2nc(CSc3nc4ccccc4s3)no2)cc1
    97	97	115	107	110	92	88	112
> C=C1CCC2C(C)(COC(C)=O)C(OC(C)=O)CCC2(C)C1/C=C/C1=CCOC1=O (centres undefined)
    94	138	74	94	90	78	89	105
> COS(=O)(=O)CCC(=O)Nc1cc(C(=O)Nc2cc(C(=O)NCCC(=O)NCCCCCCCCCCN3C(=O)N(c4ccc(C#N)c(C(F)(F)F)c4)C(=O)C3(C)C)n(C)c2)n(C)c1
    95	104	32	97	91	60	95	100
> C=CCOC(=O)C1=C(C)NC2=C(C(=O)CC(c3ccc(Cl)cc3)C2)C1c1ccc(O)cc1 (centres undefined)
    91	73	71	78	86	84	89	95
> O=C(Nc1ccccc1)C1CN(Cc2ccccc2F)CCS1 (centres undefined)
    95	105	90	93	90	·	99	106
> Cc1ccc(S(=O)(=O)OC[C@@H]2CO2)cc1
    89	103	96	96	103	98	104	102
> COC1=CC(=O)OC(C)(c2ccccc2)C1 (centres undefined)
    103	·	·	100	110	109	104	101

Single records (already shown).
`CC(C)c1ccc(C2OCC(C)([N+](=O)[O-])CO2)cc1` (centres undefined) across the screens: MCF7: 102; BT-549: 101; SR: 80; MOLT-4: 93; MDA-MB-468: 103; K-562: ·; MDA-MB-231: 108; MDA-MB-435: 107
`O=CC(=O)c1ccc2ccccc2c1` across the screens: MCF7: 96; BT-549: 105; SR: 109; MOLT-4: 99; MDA-MB-468: 93; K-562: 100; MDA-MB-231: 138; MDA-MB-435: 110
`COS(=O)(=O)CCC(=O)Nc1cc(C(=O)Nc2cc(C(=O)NCCC(=O)NCCCCCCCCCCN3C(=O)N(c4ccc(C#N)c(C(F)(F)F)c4)C(=O)C3(C)C)n(C)c2)n(C)c1` across the screens: MCF7: 95; BT-549: 104; SR: 32; MOLT-4: 97; MDA-MB-468: 91; K-562: 60; MDA-MB-231: 95; MDA-MB-435: 100

The list goes on:
Below each compound – MCF7	BT-549	SR	MOLT-4	MDA-MB-468	K-562	MDA-MB-231	MDA-MB-435
> CCN(CC)C(=O)C=C(C)C
    89	·	91	90	108	95	128	112
> O=C(O)CCN1C(=O)c2ccccc2C1=O
    100	97	·	108	94	97	107	100
> NC(=O)c1cccc(F)c1SSc1c(F)cccc1C(N)=O
    92	99	93	95	90	87	96	103
> Cc1ccc(C)c(C(=O)CCC(=O)O)c1
    98&105	91&109	107	106&116	98&103	123&112	104&112	97&114
> CCC(=O)Nc1nnc(Cc2ccc(OC)c(OC)c2)s1
    15	-67*	-18*	49	-2.4*	2.4*	1.7*	-52*
> O=C(C/C(=C/c1ccccc1[N+](=O)[O-])c1nc(=S)[nH][nH]1)c1ccc(Cl)c(Cl)c1
    92	97	80	92	108	81	79	95
> COC(=O)[C@]12CC[C@@H](C)[C@H](C)[C@@H]1C1=CC[C@@H]3[C@@]4(C)C[C@@H](OC(C)=O)[C@H](O)[C@@](C)(CO)[C@@H]4[C@H](O)C[C@@]3(C)[C@]1(C)CC2
    -73*	-82*	-46*	-56*	-91*	-63*	-62*	-96*
> CCOC(=O)CCC(C(C)=O)C(=O)OCC (centres undefined)
    101	109	97	97	109	102	106	98
> O=C(O)COc1ccc(F)cc1Cl
    97	91	103	112	96	103	95	105
> O=C(O)c1cn(C2CC2)c2cc(N3CCN(C(=O)N/N=C/c4ccc(Cl)cc4)CC3)c(F)cc2c1=O
    98	86	96	83	102	96	101	99
> CCN(CC)CCN(C(=O)Oc1ccccc1)c1ccccc1
    95	92	103	87	94	87	96	101
> O=C(NNc1ccccc1)OCCCl
    101	108	88	91	109	46	93	82
> COc1cccc(-c2cc(-c3cc4ccccc4oc3=O)nc(N)n2)c1
    70	·	92	91	93	99	90	119
> Nc1cc(N)nc(SCC(=O)Nc2nc(-c3ccccc3)cs2)n1
    52	63	28	58	29	47	118	88
> Cn1c(N)c(N)c(=O)[nH]c1=O
    103	92	109	96	119	96	107	108
> COc1ccc(/C=N/NC(=O)Cn2c(-c3ccc(S(C)(=O)=O)cc3)nc3ccccc32)cc1
    89	103	100	141	98	99	96	98
> N#CC(c1ccc(N)cc1)C(CC(=O)c1ccccc1)c1ccccc1 (centres undefined)
    49	112	82	90	82	85	109	103
> O=c1[nH]nc(-c2cc(Cl)ccc2NCc2ccccc2)c(=O)[nH]1
    96	83	115	95	·	102	·	103
> O=C1Nc2ccccc2C2c3[nH]c4ccc(Cl)cc4c3CCN12 (centres undefined)
    50	71	64	69	79	62	57	92
> NS(=O)(=O)c1ncnc2nc[nH]c12
    95	108	39	88	·	69	117	98

Laid out differently: 4 of the compounds above
SMILES,MCF7,BT-549,SR,MOLT-4,MDA-MB-468,K-562,MDA-MB-231,MDA-MB-435
O=C(O)COc1ccc(F)cc1Cl,97,91,103,112,96,103,95,105
O=C(O)c1cn(C2CC2)c2cc(N3CCN(C(=O)N/N=C/c4ccc(Cl)cc4)CC3)c(F)cc2c1=O,98,86,96,83,102,96,101,99
COC(=O)[C@]12CC[C@@H](C)[C@H](C)[C@@H]1C1=CC[C@@H]3[C@@]4(C)C[C@@H](OC(C)=O)[C@H](O)[C@@](C)(CO)[C@@H]4[C@H](O)C[C@@]3(C)[C@]1(C)CC2,-73*,-82*,-46*,-56*,-91*,-63*,-62*,-96*
O=C(O)CCN1C(=O)c2ccccc2C1=O,100,97,·,108,94,97,107,100

New compounds follow:
Below each compound – MCF7	BT-549	SR	MOLT-4	MDA-MB-468	K-562	MDA-MB-231	MDA-MB-435
> Cc1ccc(-c2csc3nc(C)c(CCN4CCOCC4)c(=O)n23)cc1
    85	109	82	90	103	90	80	92
> O=C1C=C(C(O)c2cccc([N+](=O)[O-])c2)C(=O)c2ccccc21 (centres undefined)
    85	69	109	97	108	111	62	·
> COc1cc(C(=O)NCC(=O)O)cc(OC)c1OC
    101	109	108	101	95	101	111	116
> Cc1ccc(C(=O)CSc2nnc3sc(Nc4ccccc4)nn23)cc1
    97	102	100	96	84	104	105	102
> Cc1ccc(C2=Nc3c(N)ncnc3NC(c3ccc4c(c3)OCO4)C2)cc1 (centres undefined)
    26	61	16	49	·	15	61	-35*
> Cc1ccc(/C(=N/c2sc(-c3ccccc3)nc2-c2ccccc2)N2CCN(c3ccccc3)CC2)cc1
    106	112	105	106	104	105	99	100
> CCC(C)S(=O)(=O)c1oc(-c2ccc(C)cc2)nc1S(=O)(=O)c1ccccc1 (centres undefined)
    -56*	-13*	·	·	-93*	·	-88*	-98*
> COc1cccc2nc(Nc3ccc(NC(=O)c4ccc5c(c4)OCCO5)cc3)ccc12
    100	101	92	89	111	93	99	97
> O=c1c2ccccc2nc(SCCN2CCCCC2)n1CCc1ccccc1
    63	86	·	·	92	·	67	96
> COc1cc(C2CC(=O)Nc3c2cnn3C)cc(OC)c1OC (centres undefined)
    97	99	103	102	·	·	118	105
